TNAP act hi DEA – TNAP (human) activation, high acceptor. P05186. purified TNAP, CDP-star luminescence, 1 M DEA, 30 min; hits give high values; 0 = EDTA background, 1 = DMSO-only activity. activation factor at 20 µM. 200,000 tested, under 10 active. AID 1136;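 active = activation factor at least 2 at 20 µM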
Target sequence (P05186 whole entry, looked up): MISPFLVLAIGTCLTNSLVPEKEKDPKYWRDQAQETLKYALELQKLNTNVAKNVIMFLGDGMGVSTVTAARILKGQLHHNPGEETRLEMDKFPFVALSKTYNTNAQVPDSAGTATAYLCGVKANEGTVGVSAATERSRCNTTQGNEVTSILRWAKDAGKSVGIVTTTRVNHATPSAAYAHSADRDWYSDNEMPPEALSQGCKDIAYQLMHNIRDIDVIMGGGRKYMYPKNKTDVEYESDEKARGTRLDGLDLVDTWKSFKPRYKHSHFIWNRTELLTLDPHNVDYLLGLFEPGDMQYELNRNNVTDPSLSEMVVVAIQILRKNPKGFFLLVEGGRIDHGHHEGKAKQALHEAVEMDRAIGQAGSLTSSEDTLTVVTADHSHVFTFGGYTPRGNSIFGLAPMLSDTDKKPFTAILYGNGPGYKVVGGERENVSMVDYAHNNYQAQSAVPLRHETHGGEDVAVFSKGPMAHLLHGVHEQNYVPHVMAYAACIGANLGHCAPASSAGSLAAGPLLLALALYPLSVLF
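Test system – human TNAP · Doses – 20 µM single point · Incubation – 30 min, room temperature · Signal – luminescent substrate turnover signal · Read-out basis – activation factor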
TR-FRET SRC-2 ct – TR-FRET artefact, counter-screen to PPARgamma/SRC-2 agonist assay; AID 1049; TR-FRET ratio at 8 µM; hits give high values; hit rate 0.4% among 200,000; in the data active = TR-FRET ratio above about 2000; also: inactives centre near 1500; reference of the scale not given here
PPARg SRC-3 ag – agonists of human PPARgamma SRC-3 coactivator recruitment. biochemical PPARgamma/SRC-3 coactivator recruitment assay. activation, % at 8 µM. hit rate 0.26% among 200,000; in the data active = activation above about 23%;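 also: 0% = DMSO and 100% = reference agonist; some compounds past the cut are filed as inactive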
Target sequence (P37231 whole entry, looked up): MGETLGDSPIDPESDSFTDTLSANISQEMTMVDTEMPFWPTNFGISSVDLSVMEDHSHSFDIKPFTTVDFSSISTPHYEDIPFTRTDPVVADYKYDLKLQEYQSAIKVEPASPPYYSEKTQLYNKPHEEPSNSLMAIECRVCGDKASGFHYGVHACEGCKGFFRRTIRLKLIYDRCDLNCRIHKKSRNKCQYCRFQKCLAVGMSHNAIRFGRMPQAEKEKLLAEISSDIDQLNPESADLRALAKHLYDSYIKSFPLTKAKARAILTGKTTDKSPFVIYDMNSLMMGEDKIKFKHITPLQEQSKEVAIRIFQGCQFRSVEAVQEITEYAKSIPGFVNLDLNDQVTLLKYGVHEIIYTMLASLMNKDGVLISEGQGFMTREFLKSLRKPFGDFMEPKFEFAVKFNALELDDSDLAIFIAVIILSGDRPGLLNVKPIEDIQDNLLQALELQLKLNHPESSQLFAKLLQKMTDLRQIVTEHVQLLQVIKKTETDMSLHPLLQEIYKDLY
TNAP inh hi DEA – inhibitors of human TNAP at high phosphate acceptor concentration; purified TNAP, CDP-star luminescence, 1 M DEA; hit rate 0.03% among 200,000; P05186; inhibition, % at 20 µM; AID 1135;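 active = over 50% inhibition of tissue-nonspecific alkaline phosphatase at 20 µM in the single-dose screen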;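 also: plate controls were DMSO wells for no effect and EDTA-quenched wells as full inhibition for full effect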
Efa HMGR inh – E. faecalis class II HMG-CoA reductase inhibition; purified E. faecalis HMGR, NADPH absorbance 340 nm kinetic; inhibition, % at 10 µM; hit rate 0.41% among 190,000; AID 1066;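 active = inhibition above a set limit, the median over all tested compounds plus 3 SD, cut at about 9.5% in these data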;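 also: enzyme runs in reverse so mevalonate oxidation gives rising NADPH absorbance; 0% = complete reaction with DMSO and 100% = background rate lacking mevalonate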
PPARg SRC1 recr – PPARgamma-driven SRC-1 recruitment agonism | activation, % at 8 µM | P37231 | PPARgamma-SRC-1 coactivator recruitment biochemical assay | hit rate 0.41% among 200,000; in the data active = activation above about 19%;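 also: 0% = DMSO and 100% = reference agonist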
TNAP inh noacc – TNAP (human) inhibition, acceptor-free conditions | hit rate 0.26% among 200,000 | purified TNAP, CDP-star luminescence, 30 min | P05186 | inhibition, % at 20 µM;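 active = tissue-nonspecific alkaline phosphatase inhibition above about 50% at 20 µM in the single-dose screen, limit read from the data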;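 also: 0% = DMSO negative control and 100% = EDTA positive control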
bIAP inhibitor – intestinal alkaline phosphatase (bovine) inhibition; purified bovine IAP, CDP-star luminescence, 30 min; inhibition, % at 20 µM; 190,000 tested, under 10 active; AID 1019;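 active = over 50% inhibition of intestinal alkaline phosphatase at 20 µM in the single-dose screen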
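Assay system: bovine IAP enzyme; medium: DEA buffer 100 mM, pH 9.8, with MgCl2 1.0 mM, ZnCl2 0.02 mM; doses: 20 µM single dose; incubation: enzyme reaction for 30 min at room temperature; detection: CDP-star luminescence signal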
bIAP act – intestinal alkaline phosphatase (bovine) activation | AID 1016 | purified bovine IAP, CDP-star luminescence, 30 min; hits give high values; fold of DMSO-control signal, blank-subtracted | hit rate 0.17% among 200,000 | activation factor at 20 µM;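 active = activation factor of 2 or more at 20 µM, a signal rise over negative controls twice the positive control's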
PPARg SRC-2 ag – agonists of SRC-2 recruitment by human PPARgamma. activation, % at 8 µM. hit rate 0.34% among 200,000. AID 1032. PPARgamma LBD-SRC-2 recruitment, biochemical; in the data active = activation above about 22%;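 also: 0% = vehicle and 100% = reference agonist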
Starred values were filed as active, the others as inactive; x = no result given. Outcome played no part in choosing rows. Share with any hit: about 1.6%.

SMILES	TNAP act hi DEA	TR-FRET SRC-2 ct	PPARg SRC-3 ag	TNAP inh hi DEA	Efa HMGR inh	PPARg SRC1 recr	TNAP inh noacc	bIAP inhibitor	bIAP act	PPARg SRC-2 ag
CCOc1ccc(OCCn2ccnc2)cc1	1.1	1675	0.5	-5.4	5.2	-4.5	-2.0	x	0.4	-11.1
CC(C)(C)C1CCC(C(=O)Nc2cccnc2)CC1 (stereo not drawn)	1	1695	1.2	-1.0	3.6	2.8	-6.3	-13.5	1.1	1.9
COc1cc(C(=S)N2CCCC2)ccc1OC(=O)c1ccc(Cl)cc1[N+](=O)[O-]	1	1588	6.4	-1.0	-8.9	-0.2	-6.8	1.5	1	7.6
O=C(/C=C/c1ccco1)N/C(=C\c1ccccc1)C(=O)NCCc1nc2ccccc2[nH]1	1	1480	1.2	-1.4	-2.5	-2.0	1.4	2.6	1	2.1
COc1cccc(OC)c1C(=O)Nc1ccc(Cc2ccncc2)cc1	1	1652	3.7	-0.3	-5.4	-0.2	-17.6	6.1	0.9	0.3
CC(C)Cc1ccc(/C=C/C(=O)N2CCCCC2)cc1	1	1845	0.1	-2.8	-3.7	6.2	-2.3	1.7	1	0.5
COc1ccc(-c2nc(CS(=O)(=O)CC(=O)NCCc3cc(OC)ccc3OC)c(C)o2)cc1	1.1	1473	5.2	-5.4	-6.5	1.3	-4.6	-10.3	1.1	5.0
CCOC(=O)CC(=O)NC1(Cc2ccc(O)cc2)CCCCC1	1	1335	-1.4	-2.5	0.1	-2.2	-11.4	3.4	1	-4.5
CCCn1cnc2c(c1=O)c1nc3ccccc3nc1n2Cc1ccccc1OC	1	1626	21.1	-2.5	0.0	16.1	-8.6	-2.3	1	8.1
C=CCNC(=O)CSc1nnc(-c2ccccc2Br)n1-c1cccc(C(F)(F)F)c1	1	1706	0.1	-2.7	-3.5	15.2	-7.2	12.6	0.9	12.2
Cc1ccc2nc(CSc3nnc(-c4ccco4)n3-c3ccccc3)cc(=O)n2c1	x	1438	8.8	x	x	2.5	x	x	x	-2.4
O=S(=O)(/C=C/c1ccccc1)N1CCN(c2cccc(Cl)c2)CC1	1	1547	11.8	-0.1	-3.3	-4.8	-9.0	x	0.1	6.7
O=C(O)C1CCCCC1C(=O)N1CCCC1 (stereo not drawn)	1.1	1872	1.6	-5.7	0.8	8.1	-6.1	-7.3	1.1	8.2
CCCCC(CC(C)O)c1n[nH]c(=S)n1-c1ccccc1 (stereo not drawn)	0.9	1764	1.3	7.9	-6.0	9.5	-23.2	16.4	0.8	-6.5
Cc1ccc(/C=c2\s/c(=C(/C#N)C(=O)N3CCCC3)n(Cc3ccco3)c2=O)s1	0.9	1358	-3.2	5.9	0.1	-6.1	8.1	5.9	0.9	-1.4
COc1ccc2sc(NC(=O)c3ccco3)nc2c1	1	1601	4.8	-4.6	1.2	3.8	-19.4	13.4	0.9	4.5
O=C(CCOc1ccccc1)Nc1ccccc1[N+](=O)[O-]	1	1528	4.9	-1.3	-8.5	1.0	-10.2	-5.2	1.1	-5.0
Cc1ccc(N=C(NOC(=O)c2ccccc2)c2nonc2N)c(C)c1	1.1	1429	-9.2	-6.0	-5.1	3.6	-5.1	13.5	0.9	-5.0
CCC(C)(C)NC(=O)C(OC(=O)c1ccco1)c1ccccc1OC (stereo not drawn)	1	1383	3.3	-2.2	2.0	-10.1	-10.4	-3.3	1	-9.4
CCCCc1cc(=O)oc2cc(OCC(=O)N3CCc4ccccc43)ccc12	1.1	1504	-0.2	-5.9	-4.4	-3.6	-2.6	20.0	0.8	-2.0
COc1ccc(C2Cc3ccccc3C(=O)O2)cc1 (stereo not drawn)	1.1	1522	4.8	-5.6	0.2	5.2	-12.8	16.9	0.8	9.0
CCOCCn1c(C(C)C)nc2ccccc21	1.1	1452	5.1	-6.6	-0.6	-2.7	-12.0	5.9	0.9	9.2
Cc1nc2cc(NC(=O)c3ccc(N4C(=O)CCC4=O)cc3)ccc2s1	1	1827	7.8	-4.3	1.9	4.3	-14.3	-8.0	1.1	8.4
O=C(NCCc1cccc(Cl)c1)c1cc([N+](=O)[O-])ccc1Cl	1	1635	3.4	-2.3	-1.1	0.5	-167.4	5.7	0.9	-2.2
CCOC(=O)/C(C#N)=C/c1ccc(OC)c(OC)c1	1	1756	5.4	-4.8	-0.7	7.5	-9.9	0.9	1	7.2
(further entries)
SMILES	TNAP act hi DEA	TR-FRET SRC-2 ct	PPARg SRC-3 ag	TNAP inh hi DEA	Efa HMGR inh	PPARg SRC1 recr	TNAP inh noacc	bIAP inhibitor	bIAP act	PPARg SRC-2 ag
Cc1cc(NC(=O)CSCC(=O)N(c2ccc(F)cc2)C(C(=O)NC2CCCCC2)c2ccc(O)c(O)c2)no1 (stereo not drawn)	1	1317	-1.8	1.9	-4.9	-4.0	10.2	6.0	0.9	-12.4
CN(C)CCN(C(=O)c1cc(Cl)sc1Cl)c1nc2ccc(F)cc2s1	1.1	1623	3.6	-5.2	-1.1	9.7	0.7	20.4	0.8	6.9
O=C(Cn1c(C(F)(F)F)nc2ccccc21)Nc1ccccc1N1CCOCC1	1	1548	-0.9	-0.5	-1.4	7.3	-6.4	0.0	1	2.0
NC(=O)c1ccsc1NC(=O)CSc1nc2ccccc2c(=O)n1CCCO	0.9	1484	2.4	5.2	-5.0	7.6	-15.4	37.5	0.6	4.2
O=C1c2ccccc2C(=O)N1Cc1nc2ccccc2c(=O)n1CCN1CCOCC1	x	1287	-2.6	x	x	-1.9	x	x	x	0.5
COC(=O)Cn1c(=O)cnc2ccccc21	1	1582	-3.6	-2.9	-0.8	1.6	-9.3	5.2	0.9	4.5
CN1/C(=C\C(=O)CSc2nnc(NCc3ccccc3)s2)C(C)(C)c2ccccc21	1	1667	1.6	0.5	-1.6	11.6	-11.9	22.4	0.8	-2.7
CCCc1cc2c(cc1NC(=O)c1ccccc1Cl)OCO2	1	1538	1.8	0.5	0.7	-3.5	-5.5	9.9	0.9	2.8
Cc1ccc2cc(C)c3nnc(SCC(=O)c4cccs4)n3c2c1C	1	1517	3.8	0.7	0.5	3.2	-12.6	-6.4	1.1	14.7
O=C(NNc1c2ccccc2nc2ccccc12)c1cc2ccccc2cc1O	0.7	1466	-0.8	26.1	1.5	-6.0	28.6	-35.2	1.4	-1.1
COc1ccc(C(C)=O)cc1COC(=O)c1ccc(OCc2c(C)noc2C)cc1	1	1637	-8.0	-1.7	-3.1	12.1	-6.0	5.5	0.9	10.8
CCCCNC(=O)CSc1nc2ccccc2c(=O)n1CCNC(C)=O	1.1	1529	2.9	-5.0	-2.1	-1.8	-1.5	5.8	0.9	2.4
COc1ccccc1CNC(=O)C1CCN(C(=O)NC2CCCCC2)CC1	1	1525	-3.7	1.8	-1.0	1.8	-8.8	-3.0	1	-0.3
CCOC(=O)C1=C(C)N=C2SC(C)C(=O)N2C1c1ccc(OC(C)=O)c(OCC)c1 (stereo not drawn)	1	1335	-3.4	-4.4	-8.4	-0.2	-13.4	-3.8	1	-7.1
Cc1ccc(N/N=C2\CC(=O)c3ccccc32)cc1Cl	0.9	1562	-2.1	5.4	0.5	5.9	5.9	-6.3	1.1	-0.4
c1ccc(-c2cc(N3CCCCC3)nc(-c3ccccc3)n2)cc1	1	1421	3.3	4.6	-8.6	3.4	-4.1	-4.5	1	-2.8
COc1ccc(/C=N/NC(=O)c2ccccc2O)cc1Cn1cc(Cl)cn1	0.9	1442	-3.3	6.3	-2.0	-5.2	2.8	-4.8	1	-12.0
CCOP(=O)(OCC)c1nc(-c2ccc(C)cc2)oc1NCc1ccccc1	1	1570	3.0	0.0	-4.4	1.9	-8.0	11.4	0.9	-4.4
CCOC(=O)c1[nH]c(C)c(/C(O)=C2\C(=O)C(=O)N(CCN3CCOCC3)C2c2ccco2)c1C (stereo not drawn)	1.1	1496	4.1	-5.3	-7.0	11.0	-5.1	-3.1	1	2.9
Cc1ccc(-c2ccc(/C=C3\SC(N4CCOCC4)=NC3=O)o2)cc1	0.9	1692	6.5	11.6	11.6*	9.3	2.5	2.9	1	5.4
CC(C)N(C(=O)CSc1nnc(NC(=O)C2CCC2)s1)C(C)C	1	1628	-8.3	-3.2	2.5	7.7	-9.6	-0.8	1	-5.3
CCn1c(CNS(=O)(=O)c2ccc(Cl)cc2)n[nH]c1=S	1	1540	2.7	-1.1	-3.9	-2.4	24.7	x	0.5	2.0
CSc1cccc(NS(=O)(=O)c2ccccc2)c1	1	1379	4.8	-0.1	2.8	3.7	-8.9	0.3	1	11.2
Cc1ccc(Cc2c(C)nc3nc(SCC(=O)NCCCN4CCOCC4)nn3c2C)cc1	1	1695	3.5	0.7	-4.4	2.9	-8.0	-6.9	1.1	-2.1
O=C(CSc1nc(-c2cccs2)cc(C(F)(F)F)n1)NCCCn1ccnc1	1	1664	2.5	-1.3	-0.6	3.4	-0.9	17.3	0.8	2.5

Pulled by compound from above:
SMILES	TNAP act hi DEA	TR-FRET SRC-2 ct	PPARg SRC-3 ag	TNAP inh hi DEA	Efa HMGR inh	PPARg SRC1 recr	TNAP inh noacc	bIAP inhibitor	bIAP act	PPARg SRC-2 ag
COc1ccc(/C=N/NC(=O)c2ccccc2O)cc1Cn1cc(Cl)cn1	0.9	1442	-3.3	6.3	-2.0	-5.2	2.8	-4.8	1	-12.0
O=C(CSc1nc(-c2cccs2)cc(C(F)(F)F)n1)NCCCn1ccnc1	1	1664	2.5	-1.3	-0.6	3.4	-0.9	17.3	0.8	2.5

Remaining list, next part
SMILES	TNAP act hi DEA	TR-FRET SRC-2 ct	PPARg SRC-3 ag	TNAP inh hi DEA	Efa HMGR inh	PPARg SRC1 recr	TNAP inh noacc	bIAP inhibitor	bIAP act	PPARg SRC-2 ag
Cc1nc2ccsc2c(=O)n1-c1ccc(Cl)cc1	1	1539	1.6	-4.1	2.0	7.2	-3.9	7.4	0.9	-3.2
COc1cc2[nH]c3c(=O)n(CCN(C(C)C)C(C)C)cnc3c2cc1OC	1	1522	-5.6	3.1	1.9	-2.7	-4.1	-8.7	1.1	0.9
CCOC(=O)C(=N/O)/C(C)=N/NC(C)=O	0.9	1444	-4.8	5.4	-6.7	-6.6	-0.5	4.7	1	-5.6
N#Cc1c(NC(=O)/C=C/c2ccco2)sc2c1CCCC2	0.9	1609	5.1	9.1	-0.2	4.4	-8.2	-4.1	1	6.3
COc1ccc(CNc2nc3ccccc3n2CCN2CCCCC2)cc1	1.1	1433	2.5	-5.6	-4.5	-5.8	-19.4	-0.3	1	1.2
CC(C)CNC(=O)c1oc2ccccc2c1COc1ccccc1	1	1498	1.3	-2.6	-4.1	4.2	-7.3	11.5	0.9	20.4
COc1cc(OC)cc(C2=NCCN2)c1	1	1550	-0.3	-2.3	-5.3	4.3	-6.2	-13.0	1.1	10.4

Records listed so far that bear a hit mark in Efa HMGR inh.
SMILES	TNAP act hi DEA	PPARg SRC-3 ag	TNAP inh hi DEA	Efa HMGR inh	PPARg SRC1 recr	TNAP inh noacc	bIAP inhibitor	bIAP act	PPARg SRC-2 ag
Cc1ccc(-c2ccc(/C=C3\SC(N4CCOCC4)=NC3=O)o2)cc1	0.9	6.5	11.6	11.6*	9.3	2.5	2.9	1	5.4

5 compounds from above with just TR-FRET SRC-2 ct.
molecule	TR-FRET SRC-2 ct
CCOC(=O)C(=N/O)/C(C)=N/NC(C)=O	1444
N#Cc1c(NC(=O)/C=C/c2ccco2)sc2c1CCCC2	1609
COc1ccc(CNc2nc3ccccc3n2CCN2CCCCC2)cc1	1433
CC(C)CNC(=O)c1oc2ccccc2c1COc1ccccc1	1498
COc1cc(OC)cc(C2=NCCN2)c1	1550
